Bioassay records as filed in PubChem BioAssay.
Nrf2 activator – qHTS of Nrf2 Activators; Potency, µM (titrated, usually from 46.1 µM), for inactives: at the highest dose activation, actives largely listed as activators; AID 624171, 2012; actives 0.31% (n = 410,000); AREc32 ARE-luciferase reporter (MCF7-derived line), luminescence, 24 h; further: potency means the concentration at half of the fitted maximal effect; % of control where 0% means no effect; nearly all actives have a fitted effect of over 65% in size
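ARE-driven firefly luciferase activity in AREc32 cells measured after a 24 hr compound exposure at 37 deg C, using Steady-Glo reagent and a 30 min room-temperature hold.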
Nrf2 inh – Nrf2 qHTS screen for inhibitors; A549 ARE-Fluc reporter, luciferase luminescence, 18-24 h; Potency, µM (highest dose often 46 µM), without a hit: top-dose activity change, negative = inhibition, hits mostly inhibitors; AID 504444, 2011; actives 2.1% (n = 360,000); further: potency means the concentration at half of the fitted maximal effect; on the % scale 0 is the no-effect control and ±100 the full control effect; nearly all actives have a fitted effect of over 60% in size
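Cells were seeded and rested 2 h, then exposed to compounds for 18-24 h. CellTiter-Fluor was read first as a viability measure. BugLite was added 15 min before the final luminescent read of ARE-luciferase activity in A549 cells.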
A549 tox – Nrf2 qHTS screen for inhibitors: counterscreen for cytotoxicity | Potency, µM (titrated, usually from 46 µM), without a hit: at the top dose activity change, negative = cytotoxicity, hits mostly inhibitors | A549 ARE-Fluc cells, CellTiter-Fluor viability, 18-24 h | actives 0.16% (n = 390,000); further: potency means the concentration at half of the fitted maximal effect; on the % scale 0 is the no-effect control and ±100 the full control effect
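A549 ARE-Fluc cells in 5% FBS OPTI-MEM, 5000 cells/well, rested 2 h then exposed to compounds in concentration-response for 18-24 h at 37 °C. Viability by CellTiter-Fluor fluorescence (Ex 405/Em 525) after 30 min; luciferase luminescence (BugLite, 15 min, RT) read afterwards.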
TGFb SMAD3 inh – qHTS for Inhibitors of TGF-b; AID 588855, 2011; HepG2 CAGA-GFP TGF-b/SMAD3 reporter, GFP fluorescence, 18 h; TGF-beta stimulated, 500 pg/mL final; actives 1.2% (n = 410,000); Potency, µM (series often up to 46.1 µM), for inactives: at the top dose activity, negative = inhibition, actives largely listed as inhibitors; further: potency means the concentration at half of the fitted maximal effect; on the % scale 0 is the no-effect control and ±100 the full control effect; nearly all actives have a fitted effect of over 65% in size
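HEPG2 CAGA-GFP, 1000 cells/well; 2 h settle, 37 C; cpd via pin tool; TGF-b 500 pg/mL final; 18 h, 37 C; GFP imaging ex488/em500-530; %Activity normalised to -TGF-b and +DMSO controls; CRC fit, curve class.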
HepG2 tox – qHTS for Inhibitors of TGF-b: Cytotox Counterscreen; HepG2 CAGA-GFP viability, ATP luminescence, 18 h; Potency, µM (doses to about 46.1 µM), inactives show top-dose activity change, negative = cytotoxicity, usual class: cytotoxic; actives 0.76% (n = 410,000); AID 588856, 2011; further: potency means the concentration at half of the fitted maximal effect; some results filed as inactive show a strong effect at the top dose
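CellTiter-Glo luminescence gave cytotoxicity after 18 hours at 37 degrees C. The cells were HepG2 CAGA-GFP in 1% FBS DMEM, stimulated with 500 pg/mL TGF-beta after compound addition. %Activity was normalised to no-cell wells (complete cell-killing) and DMSO (no toxicity), and curves were fitted and classified.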
Mm-Cpn inhibitor – Inhibitors of TCP-1 ring complex (TRiC) of Methanococcus maripaludis (MmCpn): qHTS. Potency, µM (series often up to 76.9 µM), inactives show at the top dose activity, negative = inhibition, usual class: inhibitors. purified Mm-Cpn ATPase, ADP Transcreener TR-FRET. Chaperonin Mm-Cpn (Methanococcus maripaludis). actives 0.031% (n = 330,000); further: potency means the concentration at half of the fitted maximal effect; on the % scale 0 is the no-effect control and ±100 the full control effect; nearly all actives have a fitted effect of over 80% in size
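Inhibition of chaperonin ATP hydrolysis is measured as reduced ADP production, detected by competitive TR-FRET in which signal falls with ADP. Final enzyme 25 nM and ATP 10 uM, reacted 30 min at 37°C.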
Akt phos inh – HTS Assay for Inhibitors of Akt Phophorylation: Primary Screen; Neuro2A IGF-stimulated pAkt S473 HTRF, 20 min; active compounds read low; activity change, % for hits at 50 µM; actives 0.32% (n = 360,000); in the data active means activity change below about -80%; inconclusive means mostly about -51% to -80%; further: on the % scale 0 is the no-effect control and ±100 the full control effect
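Neuro2A cells (4,500/well, DMEM with 0.5% FBS) were treated with compound at a single 50 µM final concentration, stimulated with 6 nM IGF for 20 min at 37 °C, and lysed. Phospho-Akt Ser473 was read by HTRF as 665/615 ratio ×10^4.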
Abeta rescue – qHTS for compounds that reverse cellular toxicity of Amyloid beta (A-beta) peptide in yeast: Primary Screen; actives 0.063% (n = 410,000); yeast expressing A-beta42, growth rescue, OD600, 48 h; response scale: 0% DMSO, 100% iron-clioquinol control; Potency, µM (top dose mostly 46.1 µM), for inactives: at the highest dose growth rescue, hits mostly activators; further: potency means the concentration at half of the fitted maximal effect; nearly all actives have a fitted effect of over 55% in size
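Yeast growth medium received pinned compounds, then yeast cells expressing toxic A-beta were added; plates incubated at 30 C for 48 hr. Growth read as absorbance at 600 nm, normalized to DMSO and equimolar FeCl3 plus clioquinol controls.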
CCT chaperon mod – High-Throughput Screening for Modulators of Cytosolic Chaperonin Activity | purified chaperonin ATPase assay, HTRF ADP detection, 30 min | activity change, % (test concentration not listed), hits read low | actives 0.3% (n = 360,000) | AID 651819, 2012; in the data active means activity change below about -30%; further: on the % scale 0 is the no-effect control and ±100 the full control effect
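ATPase activity: ADP formed was measured by HTRF Transcreener (665/615 nm ratio) after 30 min at 37 deg C with 10 uM ATP. Compounds screened at one 76 uM concentration against 40 or 20 nM TRiC in Tris pH 7.4/KCl/MgCl2/DTT buffer.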
Numbers without * were called inactive; i = inactive; ? = inconclusive; nt = not tested or not shown; [ ] = dose if it differs, or a comment. Unless noted, the call rests on the fitted dose curve; in most records, active means well fitted curve in the direction sought with a large enough effect; inconclusive means small, poorly fitted or top-dose-only effect, or another doubt; inactive means no such curve, though single readings can be large; an effect the other way counts as inactive or inconclusive. No enrichment for hits; 4.3% or so of the library scored in one or more.

no.	SMILES	Nrf2 activator	Nrf2 inh	A549 tox	TGFb SMAD3 inh	HepG2 tox	Mm-Cpn inhibitor	Akt phos inh	Abeta rescue	CCT chaperon mod
1	CC(=O)c1ccc(NC(=O)c2ccc(N3C(=O)c4cccnc4C3=O)cc2)cc1	-0.5%	-13%	-8%	1%	-3%	-2%	i	2%	1.4
2	Cc1ccc2[nH]c(=O)c(C(c3nnnn3C3CCCC3)N(Cc3cccnc3)Cc3ccco3)cc2c1 (stereo not drawn)	4.3%	?	-14%	0%	-4%	1%	i	5%	-1.7
3	O=C(NC(=O)c1cc(OCC(F)(F)F)ccc1OCC(F)(F)F)Nc1ccccc1	2.9%	?	13%	-21%	7%	2%	i	7%	-0.1
4	Cc1ccc(-c2nc3ccccc3o2)cc1NC(=O)Cc1ccc(Cl)cc1	-0.3%	10%	2%	1%	1%	nt	nt	-6%	nt
5	O=C(NCCc1ccccc1)c1ccc(OCCOc2ccccc2)cc1	0.2%	9%	14%	-11%	-12%	-13%	i	-8%	-2.3
6	Nc1ncccc1C(=O)OCC(=O)N1CCN(S(=O)(=O)c2ccc(Cl)cc2)CC1	-1.5%	-10%	0%	25%	4%	-2%	i	-6%	-1.5
7	O=C(NC(=S)NCC1CCCO1)c1ccc([N+](=O)[O-])cc1 (stereo not drawn)	0.8%	13%	-4%	-6%	25%	-1%	i	9%	-2.0
8	O=C(NNC(=S)Nc1ccccc1)c1ccc2ncccc2c1	4.7%	?	0%	10%	8%	0%	i	-6%	1.6
9	CN(C)CCCNc1c2c(nc3ccccc13)CCC2	-2.5%	5%	13µM*	?	-35%	-2%	i	-14%	-0.2
10	Cn1c(=O)c2c(ncn2CC(=O)Nc2cc(Cl)cc(Cl)c2)n(C)c1=O	0.4%	2%	0%	1%	-23%	nt	nt	-20%	nt
11	Cc1cn(CC(=O)NCCN2CCOCC2)c(=O)[nH]c1=O	-0.2%	10%	-2%	32%	17%	nt	i	16%	-2.4
12	Cc1nn(C)cc1CNC(=O)c1cnn2c(C(F)F)cc(C3CC3)nc12	2.7%	nt	-2%	-19%	-1%	0%	i	11%[9.22 µM]	1.2
13	Cc1ccc(-c2cc(=O)c3ccccc3[nH]2)cc1	-0.3%	14%	2%	-2%	-5%	-1%	i	-10%	-0.9
14	O=C(ON=C1CCSCC1)c1ccccc1	-1.0%	-2%	7%	13%	2%	nt	i	-8%	3.7
15	Cc1cccc(NCC(=O)NNC(=S)Nc2ccccc2)c1	-0.2%	8%	-8%	-10%	17%	2%	i	0%	-0.7
16	CCCSCCCNC(=O)Cn1cc2c(n1)CCCCC2	0.1%	10%	-3%	0%	-2%	0%	i	14%	-0.7
17	Oc1ccc(/C=N/Nc2cc(N3CCCC3)nc(N3CCCC3)n2)cc1O	0.2%	8%	-3%	-13%	-19%	-4%	i	-24%	-3.0
18	Cc1ccc(NC(=O)/C=C/c2cccc([N+](=O)[O-])c2)nc1	-0.1%	-4%	0%	0%	-5%	-2%	i	-13%	-1.6
19	CC(C)c1ccc(CNc2nc(NCC3CC3)nc3ccsc23)cc1	-0.3%[9.22 µM]	nt	nt	?	14µM*	nt	i	-74%[inhibitor]	0.0
20	COc1ccc(C(=O)Nc2cccc3cccnc23)cc1OC	27%	27%	?	-1%	-25%	3%[15.4 µM]	i	-5%	-0.5
21	CCCCc1n[nH]c2c1/C(=N/O)CC(c1ccccc1)C2 (stereo not drawn)	1.8%	?	1%	0%	-40%	-2%	i	15%	-0.4
22	Cc1cc(NC(=O)CSc2nnc(Nc3ccccc3C)s2)no1	-0.4%	-10%	-2%	3%	-5%	0%	i	10%	-0.7
23	Cc1cnn(Cc2ccccc2)c1N	-0.4%	2%	9%	-4%	-26%	1%	i	15%	-4.0
24	Cc1cc(C(=O)OCC(=O)Nc2cc(S(=O)(=O)N(C)C)ccc2Cl)c2ccccc2n1	-0.4%	0%	7%	-1%	-12%	1%	i	17%	2.2
25	CCc1nc2ccc(C(=O)NCCCN3CCCC3=O)cn2c1N(C)CCC(C)C	0.3%[9.22 µM]	nt	nt	-93%	-93%	nt	i	?	-3.5
26	CCCCN(C(=O)C1CC(=O)N(c2ccc3c(c2)OCCO3)C1)c1c(N)n(CCCC)c(=O)[nH]c1=O (stereo not drawn)	0.1%	3%	-9%	-6%	-18%	-1%	i	6%	-1.5
27	COc1ccc(CCNC(=O)CN(C)S(=O)(=O)c2cccs2)cc1OC	0.6%	nt	-2%	16%	4%	-1%	i	9%	1.4
28	CCOc1ccc(OCCC(=O)OCC(=O)Nc2ccc(C)c(S(=O)(=O)N3CCCCC3)c2)cc1	-0.2%	-3%	-4%	-3%	-12%	1%	i	2%	-3.1
29	COc1ccc(Cl)cc1C(=O)NCC(c1ccc(N(C)C)cc1)N1CCCC1 (stereo not drawn)	6.5%	nt	-2%	-1%	-8%	nt	nt	-16%	nt
30	O=c1[nH]c2ccccc2c(O)c1SCCO	-0.7%	10%	1%	-13%	-4%	-13%	i	6%	1.9

(next part)
no.	SMILES	Nrf2 activator	Nrf2 inh	A549 tox	TGFb SMAD3 inh	HepG2 tox	Mm-Cpn inhibitor	Akt phos inh	Abeta rescue	CCT chaperon mod
31	O=C(NC(=S)N1CCN(Cc2ccccc2)CC1)c1cccnc1	0.4%	1%	-8%	8%	5%	3%	i	7%	-1.1
32	COc1ccc(C2CC(c3ccccc3)=NN2C(=O)COC(=O)C2(C)CC2(Cl)Cl)cc1 (stereo not drawn)	2.2%	-17%	6%	-2%	-32%	-2%	i	-14%	-1.8
33	Cc1ccccc1-c1nc(CN2CCN(C(=O)c3ccco3)CC2)c(C)o1	0.3%	-4%	0%	-2%	-16%	1%	i	12%	-6.3
34	Cc1ccc(-c2nc3cccnc3o2)cc1NC(=O)COc1ccc(Cl)cc1C	-0.1%	?	-3%	4%	17%	-14%	i	4%	-3.4
35	NS(=O)(=O)c1ccc(NC(=O)c2ccc3c(c2)OCO3)cc1	0.1%	16%	0%	0%	-8%	-8%	i	-6%	-3.3
36	COC(=O)c1ccc(-c2ccc(/C=N/N3C(=O)C4C5C=CC(C6CC56)C4C3=O)o2)cc1 (stereo not drawn)	5.7%	?	-9%	2%	-7%	0%	i	14%	0.6
37	Cc1ccccc1Cn1nnc(-c2cccc(C(=O)O)c2)n1	-1.8%	nt	4%	-8%	0%	-2%	i	-12%	-1.9
38	Cc1ccc(CNC(=O)CN2CCN(Cc3ccc(Cl)cc3)C2=O)cc1	0.3%	12%	-2%	0%	-1%	-1%	i	17%	0.6
39	CC(Oc1ccc(Br)cc1)C(=O)Nc1nnc(C2CC2)s1 (stereo not drawn)	-0.4%	-7%	-3%	0%	-12%	1%	i	1%	1.0
40	O=C(NCc1ccccc1Cl)c1csc([C@@H]2O[C@H](CO)[C@H](O)[C@H](O)[C@H]2O)n1	0.0%	nt	nt	-5%	-18%	nt	i	-3%	-1.6
41	CC(=O)n1cc(C2C(=O)CCCC2=O)c2ccccc21	0.5%	nt	5%	0%	-17%	-2%	i	20%	2.1
42	CC(=O)c1ccc(S(=O)(=O)N2CCN(CC(=O)NC(=O)NC3CCCCC3)CC2)cc1	-0.3%	-14%	1%	-5%	2%	-2%	i	-3%	-0.5
43	CC(C)NC(=O)COc1coc(CN2CCN(c3ccccc3)CC2)cc1=O	-1.0%	5%	1%	2%	-15%	0%	nt	6%	-1.4
44	COc1ccc(NC(=O)c2ccccc2NC(=O)NC2CCCCC2)cc1	3.2%	3%	-10%	-12%	-41%	0%	i	-5%	-1.2
45	CO/N=C(\c1nonc1N)N1CCN(c2ccc(Cl)cc2[N+](=O)[O-])CC1	-0.3%	?	-8%	?	-1%	1%	i	6%	-0.3
46	CC(=O)Nc1cccc(C(=O)Nc2cc(C(F)(F)F)ccc2-n2cncn2)c1	1.0%	nt	nt	-12%	-11%	nt	i	5%	1.3
47	C[C@H]1CN([C@@H](C)CO)S(=O)(=O)c2ccc(Br)cc2O[C@@H]1CN(C)C(=O)CCN1CCCCC1	-0.4%	nt	nt	?	-71%	nt	i	-4%	-3.1
48	COC(=O)c1ccc(Cn2c(C)c(C(=O)NCc3ccc([N+](=O)[O-])cc3)sc2=O)o1	0.7%	nt	nt	-26%	-8%	nt	i	-3%	-2.5
49	O=C(Cn1sc2ccccc2c1=O)Nc1ccc(F)cc1	13%	nt	nt	18µM*	22µM*	nt	i	12%	-1.8
50	COc1cccc(-n2nc(-c3ccnn3-c3ccc(F)cc3)c(=O)n(C)c2=O)c1	-0.8%	nt	-3%	?	-47%	1%	i	-16%	0.5
